C2C12 statin: suppression of simvastatin myotoxicity. C2C12 myotubes + simvastatin, ATP luminescence, 48 h; scaled: DMSO 0, geranylgeraniol control 100. rescue of ATP level, % at 7.49 µM. hit rate 0.78% among 330,000. AID 602340;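 active = mean ATP rescue above about 67%, or every replicate alone reaching that limit, limit read from the data, passing the limit was not always enough; inconclusive = no clear call, values can overlap the other calls; inactive = mean under the limit and some replicate under it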;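 note: myotubes were challenged with 10 µM simvastatin during compound exposure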
GSIS activator: primary screen for activators of insulin secretion dependent on glucose, INS-1E cells, GLuc reporter luminescence | activation, % at 16.6 µM | INS-1E GLuc reporter insulin secretion, 2-3 h | hit rate 0.61% among 370,000;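 active = lowest replicate activation of at least 40%, so every replicate reaches that level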;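 note: 0% = median of neutral control wells and 100% = median of IBMX positive control wells; some compounds called inactive have numbers as strong as hits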
Cneo AK release: Cryptococcus neoformans lysis via adenylate kinase release; lysis activity, % at 15 µM; hit rate 0.2% among 360,000; C. neoformans lysis, adenylate kinase release luminescence, 4 h; normalised: neutral wells 0, clomiphene wells 100;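 active = mean lysis activity across replicates of at least 80%, whatever share of replicates individually reach that level; inactive = mean lysis activity below 80%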
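Material – Cryptococcus neoformans yeast cells · Quantity – 5 × 10^6 yeast cells/mL · Buffer or medium – YPD medium · Compound – single dose · Timing – 4 h static compound exposure, 37 °C, read 1 h post-reagent · Signal – adenylate kinase release luminescence · Read-out basis – lysis from increased AK signal · Benchmarks – Clomiphene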
PGC1a acetyl inh: modulators of PGC1a acetylation; U2OS PGC1a acetylation, AlphaScreen anti-acetyl-lysine; with virally co-expressed GCN5 acetyltransferase; inhibition, % at 15.6 µM; hit rate 0.17% among 350,000;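 active = every replicate shows inhibition of at least 40%; inconclusive = mean inhibition at least 40% but some replicate below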;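 note: 0% = neutral control wells and 100% = positive control wells; some results beyond the cut were filed as inactive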
miR-122 sensor: inhibitors of miR-122 in Huh7 cells; Huh7 miR-122 Renilla luciferase sensor, 48 h; neutral wells = 0, positive control = 100; activation (reporter increase), % at 12.5 µM; hit rate 0.3% among 340,000;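 active = mean replicate activation score at least 90 and every replicate individually at or above 90; inconclusive = only one of the two criteria met; inactive = neither criterion met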;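 note: higher luciferase means less miR-122 activity so hits act as miR-122 inhibitors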
PglD inh: PglD (C. jejuni) enzyme inhibition; purified PglD enzyme, DTNB colorimetric CoA detection; inhibition, % at 12.5 µM; hit rate 0.098% among 360,000; AID 602405; in the data active = inhibition above about 16%, passing the limit was not always enough; inconclusive = no clear call, values can overlap the other calls; note: strong numbers were not always called active
FN deposition inh: fibronectin deposition inhibition. AH1F fibroblasts, Alexa488-fibronectin deposition fluorescence, overnight. inhibition, % at 12.6 µM. hit rate 0.086% among 350,000. AID 743247;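 active = mean inhibition across replicates of 30% or more, regardless of how many single replicates reach that level; inconclusive = mean under 30% yet at least half of replicates reach 30%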;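 note: positive control wells lacked labelled fibronectin entirely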
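test system = AH1F fibroblasts assembling fluorescent fibronectin matrix | quantity = 10000 AH1F cells per well | buffer or medium = DMEM plus 2% serum, read in PBS | doses = single dose, pinned | incubation = 1 h cell attachment, overnight exposure to compound and label | detection = fluorescence at 485 nm excitation, 525 nm emission | read-out basis = inhibition from reduced deposited-fibronectin fluorescence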
CFTR F508del cor: CFTR F508del correction in bronchial cells. CFBE cells, YFP halide quenching; stimulated with forskolin plus potentiator P3; % fluorescence drop versus neutral controls. activity (quench increase), % at 7.58 µM. hit rate 0.36% among 350,000. AID 720511;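 active = mean added fluorescence quench of at least 8% versus neutral control, with both replicates also reaching 8%; inconclusive = only one of the mean or replicate conditions met; inactive = mean below 8% and not both replicates reaching 8%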;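 note: cells transiently co-express mutant CFTR-F508del with the halide-sensitive YFP; corrector assay measuring rescue of mutant channel to the surface after 24 h compound exposure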
Starred values were filed as active, the others as inactive; ? = inconclusive; . = no result given; & = joins results of further samples; [ ] = dose if it differs, or a comment.

SMILES | C2C12 statin | GSIS activator | Cneo AK release | PGC1a acetyl inh | miR-122 sensor | PglD inh | FN deposition inh | CFTR F508del cor
C[C@@H]1CCCCO[C@@H](CN(C)Cc2ccc(C(F)(F)F)cc2)[C@H](C)CN([C@H](C)CO)C(=O)c2cc(NS(=O)(=O)c3cn(C)cn3)ccc2O1 | . | -5 | -2 | 0 | -8[16.7 µM] | -1 | . | 0.7
CC(C)c1nc(N2CCOCC2)c(C#N)c2c1COC(C)(C)C2 | . | . | 4 | -10 | 2 | -1 | . | .
O=c1c2ccccc2oc2nc(-c3ccco3)n(-c3ccccc3)c(=O)c12 | . | 11 | 1 | 4 | 2 | . | 8 | -1.9
CCCC#Cc1cnc2c(c1)C(=O)N([C@H](C)CO)C[C@@H](C)[C@@H](CN(C)Cc1ccccc1)O2 | -3 | -3 | -2 | 0 | -1[16.7 µM] | -12 | . | 0.9
Cc1ccc(S(=O)(=O)Nc2cccc3c2O[C@@H](CN(C)S(C)(=O)=O)[C@@H](C)CN([C@H](C)CO)C3=O)cc1 | -4 | 14 | 55 | 14 | 22[16.7 µM] | 0 | . | 4.8
O=C(NCc1ccco1)C1CCCN1C(=O)Nc1ccccc1Cl (stereo unspecified) | -2 | -5 | . | . | -1 | . | -2 | -4.4
COc1cccc(/C=C/C(=O)OCC(=O)Nc2ccc3c(c2)OCCO3)c1 | -1 | . | 0 | 0 | -6 | 3 | -2 | 3.7
Cc1c(Cl)cccc1NC(=O)CSC(C)c1nc2ccccc2c(=O)[nH]1 (stereo unspecified) | 7 | 11 | -2 | . | . | -4 | -4 | 3.4
CCNC(=O)C(C)NC(=O)C1=NN(c2ccccc2)C(=O)CC1 (stereo unspecified) | 28 | 16 | 0 | . | 1 | -1 | 4 | -0.6
Cc1ccccc1NC(=S)NNC(=O)c1cccnc1 | . | 3 | -2 | . | . | -5 | 0 | .
CC1CCN(S(=O)(=O)c2ccc(C(=O)Nc3nnc(C4CC4)o3)cc2)CC1 | -9 | 34 | -5 | . | 2 | 6 | 0 | -2.4
O=C1CCC(=O)N1OCCCOc1ccc(Br)cc1Cl | . | . | 0 | 2 | 9 | -2 | . | .
C[C@H]1CN([C@@H](C)CO)C(=O)Cc2cc(NC(=O)Cc3cn(C)c4ccccc34)ccc2O[C@H]1CN(C)S(=O)(=O)c1ccc(F)cc1 | -16 | 21 | 0 | -5 | -3[16.7 µM] | -1 | . | 0.1
CCc1nc2c(c(=O)[nH]1)C1(CCCC1)Cc1ccccc1-2 | -32 | . | 2 | 0 | . | 4 | -3 | .
O=C(CSc1nnc(NC(=O)Cc2ccc(F)cc2)s1)NCc1ccco1 | 12 | 19 | 2 | -9 | 1 | -1 | -5 | -2.0
C=CCSc1nsc(N)n1 | 15 | . | 0 | -1 | -4 | 1 | -4 | .
Cc1cccc(C(=O)NCCN2CCOCC2)c1[N+](=O)[O-] | . | 7 | 2 | 4 | -1 | 6 | 3 | .
COc1ccc(NC(=O)Nc2ccc3c(c2)CC(=O)N([C@H](C)CO)C[C@H](C)[C@@H](CN(C)S(=O)(=O)c2c(C)noc2C)O3)cc1 | -16 | 2 | 0 | 6 | 51[16.7 µM] | 2 | . | -0.7
C[C@H](CO)N1C[C@H](C)[C@H](CN(C)C(=O)Nc2cccc3ccccc23)OCCCC[C@H](C)Oc2ccc(NC(=O)Nc3ccc(C(F)(F)F)cc3)cc2C1=O | 2 | 10 | 50 | -2 | 5[16.7 µM] | 1 | . | 3.3
CCc1c(C)nc2ncnn2c1N1CCC(C(=O)Nc2cccc(C(C)=O)c2)CC1 | 10 | . | 0 | -4 | -4 | -2 | 9 | .
O=c1[nH]c(CSc2nc3ccccc3[nH]2)nc2c1cnn2-c1ccccc1 | . | -21 | 1 | -2 | -5 | 7 | 6 | 1.2
C[C@H]1CN([C@@H](C)CO)C(=O)c2cccc(NC(=O)Nc3ccc4c(c3)OCO4)c2O[C@H]1CN(C)S(=O)(=O)c1cccs1 | ? | 14 | -2 | -16 | 3[16.7 µM] | 5 | . | -1.6
CCCCOC1NC(=O)NC(=O)C1(F)C(=O)OCC (stereo unspecified) | 0 | . | -1 | 1 | 3 | 5 | -48 | 1.6
COc1ccc(NC(=O)N(C)C[C@@H]2Oc3c(NC(=O)Nc4ccc5c(c4)OCO5)cccc3C(=O)N([C@@H](C)CO)C[C@@H]2C)cc1 | 2 | 6 | -3 | 9 | -2[16.7 µM] | 3 | . | 2.1
Cc1ccc(CNC(=O)CN2c3cccc4cccc(c34)S2(=O)=O)cc1 | -1 | -24 | . | 8 | . | . | -1 | 0.6
COc1ccc(CCn2c(-c3ccc(Cl)cc3)n[nH]c2=S)cc1OC | . | 2 | . | -9 | -12 | . | -5 | 4.0
CC12CCC(=O)N1C(C(=O)Nc1nc3ccc(S(C)(=O)=O)cc3s1)CS2 (stereo unspecified) | -1 | 29 | -1 | . | . | 5 | . | 1.8
C[C@H]1CCCCO[C@H](CN(C)Cc2ccccc2)[C@@H](C)CN([C@@H](C)CO)C(=O)c2cc(NC(=O)c3ccncc3)ccc2O1 | . | 4 | -1 | -6 | 19[16.7 µM] | -3 | 0 | 0.3
CNC[C@H]1Oc2c(NC(=O)c3nc4ccccc4s3)cccc2C(=O)N([C@H](C)CO)C[C@@H]1C | 31 | 9 | . | 0 | -16[16.7 µM] | . | 3 | -1.7
Cn1c(=O)c2c(SCc3cccc(C(F)(F)F)c3)nc(-c3ccco3)nc2n(C)c1=O | -1 | -2 | -1 | 5 | 1 | -4 | . | .
Cc1cc(Nc2ccc(Br)c(C)c2)n2nc(C)nc2n1 | 5 | 1 | -1 | 1 | 5 | 1 | -31 | 0.1
Cc1noc(C)c1S(=O)(=O)N(C)C[C@H]1Oc2ccc(NS(=O)(=O)c3cn(C)cn3)cc2CC(=O)N([C@H](C)CO)C[C@H]1C | -4 | 0 | -3 | -6 | -1[16.7 µM] | 1 | -1 | -0.5
O=C(C1CCC1)N1CC[C@@H]2[C@H](CO)Nc3ccc(C#Cc4cccc(F)c4)cc3[C@@H]21 | -7 | -2 | -15 | -5 | 1[16.7 µM] | -1 | 7 | -1.5
CO[C@H]1CN(C)C(=O)c2ccc(NC(=O)C3CC3)cc2OC[C@@H](C)N(CC2CC2)C[C@H]1C | 11 | 7 | -2 | -1 | . | 2 | -2 | -0.7
Cc1cc(N2CCCC2=O)cc(C)c1S(=O)(=O)Nc1c(C)nn(C)c1C | -1 | 32 | 3 | 2 | 1 | -1 | -7 | -0.5
CCc1nc2ccc(C(=O)NCc3ccc4c(c3)OCO4)cn2c1N(C)CCC(C)C | 8 | . | 2 | 1 | 1 | -2 | -6 | 1.0
O=C(Nc1ccccc1)Nc1nccs1 | . | . | -1 | -2 | -8 | -2 | 3 | .
COc1ccc(CC(=O)NCCc2cnc[nH]2)cc1 | 2 | -1 | 0 | -18 | 3 | 8 | -3 | 1.0
O=C(C[C@@H]1CC[C@@H]2[C@H](COC[C@@H](O)CN2S(=O)(=O)c2ccc(Cl)cc2)O1)N[C@@H]1CCN(Cc2ccccc2)C1 | 11 | 5 | 8 | ? | 1[16.7 µM] | -2 | -4 | 0.5
CCC(=O)N1CC2(C1)[C@H](c1ccccc1)[C@@H](CO)N2CC1CCOCC1 | . | 14 | . | 6 | . | . | -11 | 2.2

Copied from the list:
`CCC(=O)N1CC2(C1)[C@H](c1ccccc1)[C@@H](CO)N2CC1CCOCC1` in CFTR F508del cor: 2.2
`COc1ccc(CCn2c(-c3ccc(Cl)cc3)n[nH]c2=S)cc1OC` in PGC1a acetyl inh: -9

Additional records follow:
SMILES | C2C12 statin | GSIS activator | Cneo AK release | PGC1a acetyl inh | miR-122 sensor | PglD inh | FN deposition inh | CFTR F508del cor
CO[C@H]1CN(C)C(=O)c2cc(NC(=O)NC(C)C)ccc2OC[C@@H](C)N(C(=O)CN(C)C)C[C@H]1C | -4 | 7 | -38 | 8 | . | 0 | -8 | 0.3
O=c1c(-c2ccco2)[n+]([O-])c2ccccc2n1OCc1ccccc1[N+](=O)[O-] | . | 4 | . | -1 | . | . | 1 | 1.6
CCN1CCN(CCCNC(=O)C2CCCN(c3nc4c(C)cc(C)cc4s3)C2)CC1 (stereo unspecified) | -5 | . | 6 | . | . | -2 | -9 | -2.8
CC(NC(=O)CN1CCN(c2cccc(Cl)c2)CC1)c1ccccc1 (stereo unspecified) | -9 | -30 | -6 | 8 | 4 | -3 | -1 | -0.7
Cc1ccc(S(=O)(=O)Nc2ccc3c(c2)C(=O)N([C@@H](C)CO)C[C@@H](C)[C@@H](CN(C)C(=O)c2ccccc2)OCCCC[C@H](C)O3)cc1 | . | -18 | -2 | -15 | -6[16.7 µM] | -1 | -6 | -0.4
CCOC(=O)c1c(NC(=O)CSc2nnc(C)s2)sc2c1CCN(C)C2 | -22 | . | 0 | -14 | 1 | -4 | . | .
Brc1cccc(-c2nc3c4ccccc4ccn3c2Cc2ccsc2)c1 | 18 | 5 | 0 | -15 | 3 | -2 | -5 | 5.1
C[C@@H]1CN([C@H](C)CO)C(=O)c2cc(NC(=O)c3ccncc3)ccc2O[C@@H]1CN(C)C(=O)Nc1ccccc1 | 13&0 | 19&-11 | 53&3 | 4&7 | 11[16.7 µM] | -1&2 | -20 | 1.3&0.2
COC(=O)C[C@@H]1CC[C@H](NC(=O)c2ccccc2)[C@H](CO)O1 | 0 | -4 | 5 | 0 | . | 0 | 14 | 0.0
Cc1ccc(-c2nn3c(-c4ccccc4)nnc3o2)cc1 | . | 22 | 1 | . | . | 0 | 3 | -4.0
C=CCNC(=O)c1cc(-c2cccnc2)nc2ccccc12 | 10 | 20 | -1 | 10 | -14 | -1 | 8 | -0.4
CC(=O)Nc1ccc(S(=O)(=O)NCc2nc(-c3ccccc3)no2)cc1 | 4 | 8 | 6 | -9 | 0 | -3 | -4 | 1.6
CCCNC(=O)Nc1ccc2c(c1)nc(C)n2C | -3 | . | 0 | 0 | -4 | -4 | -2 | .

Just miR-122 sensor and PGC1a acetyl inh, for six of the compounds above:
SMILES	miR-122 sensor	PGC1a acetyl inh
CC(NC(=O)CN1CCN(c2cccc(Cl)c2)CC1)c1ccccc1 (stereo unspecified)	4	8
Cc1ccc(S(=O)(=O)Nc2ccc3c(c2)C(=O)N([C@@H](C)CO)C[C@@H](C)[C@@H](CN(C)C(=O)c2ccccc2)OCCCC[C@H](C)O3)cc1	-6[16.7 µM]	-15
CCOC(=O)c1c(NC(=O)CSc2nnc(C)s2)sc2c1CCN(C)C2	1	-14
Brc1cccc(-c2nc3c4ccccc4ccn3c2Cc2ccsc2)c1	3	-15
C[C@@H]1CN([C@H](C)CO)C(=O)c2cc(NC(=O)c3ccncc3)ccc2O[C@@H]1CN(C)C(=O)Nc1ccccc1	11[16.7 µM]	4&7
COC(=O)C[C@@H]1CC[C@H](NC(=O)c2ccccc2)[C@H](CO)O1	.	0

Screening results from PubChem BioAssay.

The order is random; about 2.1% have a hit in one of these screens.
